STEP inh – inhibitors of human striatal-enriched phosphatase STEP. P54829. recombinant STEP, OMFP fluorogenic substrate, fluorescence. inhibition, % at 20 µM. 360,000 tested, 0.25% active;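 active means inhibition at 20 µM, scaled per plate between control wells, above about 37%, limit read from the data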;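 further: 0% = DMSO with enzyme and substrate and 100% = substrate only without enzyme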
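System: STEP phosphatase, cell-free reaction; Buffer or medium: Bis-Tris pH 6.0 buffer with DTT, detergent; Incubation: 20 min at room temperature, dark; Measured by: fluorescence, 480/540 nm.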
CSN deneddyl inh – blocks human CSN-mediated cullin deneddylation | Q92905 | Purified CSN, SCF-Nedd8-OG deneddylation, fluorescence polarization | inhibition, % at 12.5 µM | 360,000 tested, 0.38% active;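 active means pattern-corrected inhibition above about 35%, with an unprinted fluorescence ratio check between 0.5 and 1.5, limit read from the data, passing the limit was not always enough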;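 further: 0% = enzyme with substrate and 100% = substrate without enzyme; some results filed as inactive read as strong as hits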
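Assay system: Purified human Csn5 enzyme expressed in HEK293T cells | Amount: Enzyme 0.24 nM | Measured by: Fluorescence polarization readout | Medium: Tris/NaCl/DTT buffer, pH 7.5 | Compound dosing: One concentration, 12.5 µM, 0.25% DMSO | Times: 90 min incubation of compound, enzyme and substrate at room temperature | Control set: no-enzyme wells high, enzyme-with-substrate wells low | Read-out: % inhibition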
Rpn11 inh – Rpn11 (human) deubiquitinase inhibition; human 26S proteasome, Ub4-pepOG fluorescence polarization; 20S core pre-blocked with epoxomicin; 360,000 tested, 0.59% active; O00487; calls only at 20 µM;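 active means inhibition at 20 µM, scaled to each plate's controls, above about 33%, limit read from the data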
MLLE-PAM2 inh – inhibitors of microRNA-mediated deadenylation, human PABP1 MLLE binding | GST-MLLE / FITC-PAM2 fluorescence polarization | AID 588489 | 360,000 tested, 0.36% active | inhibition, % at 20 µM; in the data active means inhibition above about 35%, passing the limit was not always enough;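 further: plate controls were DMSO wells with GST-MLLE for no effect and wells lacking GST-MLLE protein for full effect; some results filed as inactive read as strong as hits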
Target sequence (P11940 whole entry, looked up): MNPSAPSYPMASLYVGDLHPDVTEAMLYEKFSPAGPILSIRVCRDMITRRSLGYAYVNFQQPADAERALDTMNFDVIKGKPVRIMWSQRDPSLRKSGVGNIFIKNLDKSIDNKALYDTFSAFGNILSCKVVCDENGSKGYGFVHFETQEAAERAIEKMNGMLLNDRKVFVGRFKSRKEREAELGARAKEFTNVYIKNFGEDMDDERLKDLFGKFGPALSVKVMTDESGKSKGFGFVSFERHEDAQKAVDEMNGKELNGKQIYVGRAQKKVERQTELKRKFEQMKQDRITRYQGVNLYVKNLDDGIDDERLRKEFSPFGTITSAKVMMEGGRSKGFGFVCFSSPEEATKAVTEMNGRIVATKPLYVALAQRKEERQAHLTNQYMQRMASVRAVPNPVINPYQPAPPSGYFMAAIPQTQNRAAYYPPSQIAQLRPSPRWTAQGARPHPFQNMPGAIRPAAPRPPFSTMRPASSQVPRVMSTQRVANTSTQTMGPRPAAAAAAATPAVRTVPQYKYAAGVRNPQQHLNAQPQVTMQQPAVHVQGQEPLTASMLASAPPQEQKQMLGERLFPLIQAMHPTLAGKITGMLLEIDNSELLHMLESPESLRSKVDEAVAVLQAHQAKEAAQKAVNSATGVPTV
Tb MetRS inh – blocks T. brucei methionyl-tRNA synthetase activity; purified T. brucei MetRS, ATP depletion, Kinase-Glo luminescence; inhibition, % at 11.9 µM; 360,000 tested, 0.4% active; AID 624268;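 active means inhibition above a per-plate cutoff of the control wells' mean inhibition plus 3 SD, cut at about 5.5% in these data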;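 further: 0% = DMSO wells median and 100% = median of wells with control inhibitor compound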
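Test system – parasite MetRS enzyme · Reagent – substrates ATP, L-methionine and bulk Escherichia coli tRNA · Doses – 11.9 µM compound single dose, 0.9% DMSO · Times – 15 min enzyme-compound preincubation, 2 h reaction, 10 min detection, 25 °C · Signal – Kinase-Glo luminescence, ATP depletion format · Controls – DMSO-only wells as low control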
NadD block – blocks S. aureus nicotinate mononucleotide adenylyltransferase. inhibition, % at 20 µM. 360,000 tested, 0.78% active. purified NadD enzyme, colorimetric absorbance read-out; in the data active means inhibition above about 26%; further: some compounds past the cut are filed as inactive
DNMT1 inh – DNMT1 (human) enzyme inhibition | DNMT1 molecular beacon, Hinp1I cleavage, fluorescence | AID 588458 | 360,000 tested, 0.83% active | P26358 | inhibition (reported as % activation of signal), % at 10 µM; in the data active means inhibition above about 50%
LMPTP inh – LMPTP (human) inhibition | P24666 | recombinant LMPTP-A, OMFP fluorogenic substrate, fluorescence intensity | inhibition, % at 20 µM | 360,000 tested, 0.22% active | AID 651560;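 active means compounds that cut the enzyme signal by at least half of the control window in the single-dose screen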;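 further: plate controls were DMSO wells with enzyme plus substrate for no effect and substrate without enzyme for full effect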
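test system = LMPTP-A | amount = 0.625 nM LMPTP-A final | reagent = fluorogenic phosphatase substrate OMFP at 400 µM final | incubation = 50 min at room temperature | benchmarks = no-enzyme low control, uninhibited high control | medium = Bis-Tris pH 6.0, DTT, detergent | signal = fluorescence intensity of OMFP turnover product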
Scp1 inh – Scp-1 (human) phosphatase inhibition; inhibition, % at 20 µM; Q9GZU7; Recombinant Scp1, phosphopeptide, malachite green phosphate absorbance; 340,000 tested, 0.88% active;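 active means inhibition above about 50% at 20 µM, limit read from the data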;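 further: plate controls were DMSO wells with enzyme for no effect and wells lacking enzyme for full effect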
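Times: enzyme reaction 45 min at room temperature, colour 5 min, stabilisation 30 min. Material: SCP-1 catalytic fragment, aa 76-261. Medium: Acidic Tris acetate buffer with magnesium and detergent. Signal: colorimetric free-phosphate detection, absorbance 630 nm. Read-out basis: % inhibition of SCP-1 phosphate liberation. Reagent: Phosphorylated 17-residue peptide substrate.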
SUMO1-SIM PPI – SUMO1-SIM interaction modulation. P63165. SUMO1 binding to a labelled peptide, TR-FRET, 1 h. inhibition, % at 20 µM. 360,000 tested, 0.33% active; in the data active means inhibition above about 37%
Target sequence (P63165 whole entry, looked up): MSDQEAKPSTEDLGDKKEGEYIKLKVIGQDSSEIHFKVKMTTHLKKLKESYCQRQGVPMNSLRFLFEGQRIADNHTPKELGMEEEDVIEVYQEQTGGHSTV
Active calls of the source: *; i = inactive; · = no result given.

1. COc1ccc(/C=C(\C#N)C(=O)c2c(C)[nH]c3ccccc23)cc1OC
2. CC(Oc1ccc(Cl)cc1Cl)C(=O)NCCCN(C)C (stereo not drawn)
3. c1cc(-c2cc3c(o2)CCCC3OCCN2CCOCC2)cs1 (stereo not drawn)
4. COC1=C(C)C(=O)C2=C(C1=O)C1C3CC4=C(C(=O)C(OC)=C(C)C4=O)C(CNC(=O)C(C)=O)N3C(C#N)C(C2)N1C (stereo not drawn)
5. COc1ccccc1C#CC1=CC(=O)CC(C)(C)C1
6. COc1ccccc1NC(=O)c1csc2c1CCC(C)C2 (stereo not drawn)
7. Cc1ccc(S(=O)(=O)N(CCC(=O)O)c2ccccc2)cc1
8. CC(C)(C)OC(=O)C[C@@H]1C/C=C\C[C@@H](CC(=O)NCCO)C(=O)NC[C@H](c2ccccc2)OC1=O

Screen / compound no.	1	2	3	4	5	6	7	8
Tb MetRS inh	0.6	0.2	-0.6	-0.2	0.3	-0.4	-0.7	-0.2
LMPTP inh	0.9	-8.6	-0.1	1.2	0.4	1.7	-0.9	-3.3
SUMO1-SIM PPI	-3.3	12.1	-2.6	-18.3	-16.9	2.2	4.6	6.1
MLLE-PAM2 inh	-20.4	-13.6	·	-4.2	-4.6	-1.6	20.1	2.6
CSN deneddyl inh	-3.2	-1.5	1.1	-2.1	1.7	3.2	-2.8	-2.3
NadD block	-4.1	3.3	-1.7	2.8	3.0	-9.2	-3.6	-5.0
STEP inh	9.0	-4.3	·	2.4	0.1	1.2	-0.9	-3.6
Scp1 inh	-11.8	-5.5	·	9.6	·	-7.7	-6.5	-2.7
Rpn11 inh	i	i	·	i	i	i	i	i
DNMT1 inh	-4.4	-4.5	·	-13.0	6.4	6.5	-0.9	4.6

Some of these compounds in order of the DNMT1 inh value, smallest number first:
2. CC(Oc1ccc(Cl)cc1Cl)C(=O)NCCCN(C)C (stereo not drawn)
1. COc1ccc(/C=C(\C#N)C(=O)c2c(C)[nH]c3ccccc23)cc1OC
5. COc1ccccc1C#CC1=CC(=O)CC(C)(C)C1

Screen / compound no.	2	1	5
Tb MetRS inh	0.2	0.6	0.3
LMPTP inh	-8.6	0.9	0.4
SUMO1-SIM PPI	12.1	-3.3	-16.9
MLLE-PAM2 inh	-13.6	-20.4	-4.6
CSN deneddyl inh	-1.5	-3.2	1.7
NadD block	3.3	-4.1	3.0
STEP inh	-4.3	9.0	0.1
Scp1 inh	-5.5	-11.8	·
Rpn11 inh	i	i	i
DNMT1 inh	-4.5	-4.4	6.4

The listing continues.
9. Cc1sc(NC(=O)c2cc(-c3ccccc3)nc3ccccc23)c(C(N)=O)c1C
10. O=C(CSc1ncn[nH]1)N1N=C2/C(=C/c3ccccc3)CCCC2C1c1ccccc1 (stereo not drawn)
11. CN(C)S(=O)(=O)c1ccc(NC(=O)c2ccncc2)cc1
12. COc1ccc(F)cc1S(=O)(=O)NC(Cc1ccccc1)C(N)=O (stereo not drawn)
13. O=C(Nc1ccc(F)cc1)Nc1ccc2c(c1)OCO2
14. CCOC(CNC(=O)c1cc(C)nn1-c1ccccc1)OCC
15. Cc1ccc(S(=O)(=O)Nc2ccc(C(=O)N3CCOCC3)cc2)cc1
16. O=C(Nc1cccc(-c2nnc(-c3ccccc3)o2)c1)C1CCCCC1

Screen / compound no.	9	10	11	12	13	14	15	16
Tb MetRS inh	-0.6	-0.2	0.0	-0.1	-0.2	-0.7	-0.5	0.6
LMPTP inh	3.1	2.4	0.1	0.4	1.0	-1.8	-1.4	0.2
SUMO1-SIM PPI	-1.3	-6.0	0.1	-2.9	1.4	1.4	-0.8	-0.5
MLLE-PAM2 inh	14.1	-25.2	10.8	11.7	-8.7	-4.7	-3.7	-1.9
CSN deneddyl inh	1.4	1.2	-12.9	-1.4	4.3	-11.9	0.5	-4.6
NadD block	16.4	14.9	-3.7	-6.0	-5.2	-3.6	-8.1	0.3
STEP inh	0.3	2.6	-2.0	1.5	-0.4	0.5	-0.9	0.2
Scp1 inh	-3.9	5.3	-3.4	-4.2	-4.6	-6.5	-2.3	0.2
Rpn11 inh	i	i	i	i	i	i	i	i
DNMT1 inh	-21.9	-0.7	-1.8	-1.7	-0.1	0.0	2.4	7.8

Single records, from the list above. Order of screens: Tb MetRS inh | LMPTP inh | SUMO1-SIM PPI | MLLE-PAM2 inh | CSN deneddyl inh | NadD block | STEP inh | Scp1 inh | Rpn11 inh | DNMT1 inh
Record of Cc1ccc(S(=O)(=O)Nc2ccc(C(=O)N3CCOCC3)cc2)cc1 : -0.5 | -1.4 | -0.8 | -3.7 | 0.5 | -8.1 | -0.9 | -2.3 | i | 2.4
Record of COc1ccc(F)cc1S(=O)(=O)NC(Cc1ccccc1)C(N)=O (stereo not drawn) : -0.1 | 0.4 | -2.9 | 11.7 | -1.4 | -6.0 | 1.5 | -4.2 | i | -1.7

(list continues)
17. CC1CCN(C(=O)CSc2nc3c(c(=O)n2C)SCC3)CC1
18. COc1ccc(N(Cc2ccccc2)S(=O)(=O)c2cccc(C(=O)Nc3ncccc3C)c2)cc1
19. Cc1nn(-c2ccccc2)c2ncc(C(=O)c3cc(Cl)ccc3O)cc12
20. COc1c(C)cc(Br)cc1C(=O)NC(=S)NCc1ccco1
21. COc1ccc(CNc2c(C(=O)O)cnc3c2cnn3C)cc1
22. Cc1c(C(=O)Nc2cccc([N+](=O)[O-])c2)csc1-c1ccccc1

Screen / compound no.	17	18	19	20	21	22
Tb MetRS inh	0.5	-0.4	-0.1	-0.1	-0.8	-0.5
LMPTP inh	0.6	2.1	1.5	2.6	-0.6	1.9
SUMO1-SIM PPI	-0.9	1.1	-0.6	-0.3	4.0	1.7
MLLE-PAM2 inh	16.5	4.2	-8.0	18.2	-12.7	2.9
CSN deneddyl inh	-4.6	-2.7	-11.2	-2.0	-1.6	-7.8
NadD block	-1.2	13.3	1.4	6.9	1.0	-4.0
STEP inh	0.5	0.3	0.2	0.1	1.1	-3.6
Scp1 inh	1.7	9.8	-7.8	-12.8	7.2	-24.9
Rpn11 inh	i	i	i	i	i	i
DNMT1 inh	1.0	-6.1	9.9	0.2	2.0	0.7

Structural class, the entries above containing an aryl thioether with sulfur outside any ring.
10. O=C(CSc1ncn[nH]1)N1N=C2/C(=C/c3ccccc3)CCCC2C1c1ccccc1 (stereo not drawn)
17. CC1CCN(C(=O)CSc2nc3c(c(=O)n2C)SCC3)CC1

Screen / compound no.	10	17
Tb MetRS inh	-0.2	0.5
LMPTP inh	2.4	0.6
SUMO1-SIM PPI	-6.0	-0.9
MLLE-PAM2 inh	-25.2	16.5
CSN deneddyl inh	1.2	-4.6
NadD block	14.9	-1.2
STEP inh	2.6	0.5
Scp1 inh	5.3	1.7
Rpn11 inh	i	i
DNMT1 inh	-0.7	1.0
